RGS12 GoLoco inh = qHTS Assay for Inhibitors of RGS12 GoLoco Motif Activity (Red Fluorophore) | Gai1:RGS12 GoLoco peptide FP, rhodamine, 10 min | Potency, µM (titrated, usually from 61.6 µM), for inactives: at the top dose activity, negative = inhibition, usual class: inhibitors | hit rate 0.44% among 230,000 | AID 880, 2007; active means well fitted inhibition curve with a large enough effect, not every such curve was filed as active; inactive means no such curve, though single readings can be large or run the other way; further: on the % scale 0 is the no-effect control and ±100 the full control effect; nearly all actives have a fitted effect of over 30% in size; many of its hits are not listed in these tables
Target sequence (P63096 whole entry, looked up): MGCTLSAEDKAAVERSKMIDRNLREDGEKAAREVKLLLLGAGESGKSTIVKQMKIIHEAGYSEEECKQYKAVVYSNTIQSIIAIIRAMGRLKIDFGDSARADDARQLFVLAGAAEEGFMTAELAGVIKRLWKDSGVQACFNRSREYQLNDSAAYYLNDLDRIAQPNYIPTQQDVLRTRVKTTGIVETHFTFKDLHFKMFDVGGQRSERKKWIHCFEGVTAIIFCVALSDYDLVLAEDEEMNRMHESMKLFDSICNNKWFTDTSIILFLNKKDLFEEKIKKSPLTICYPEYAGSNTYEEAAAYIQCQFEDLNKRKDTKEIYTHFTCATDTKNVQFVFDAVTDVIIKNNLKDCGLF
HttQ103 aggreg = qHTS Multiplex Assay to Identify Dual Action Probes in a Cell Model of Huntington: Aggregate Formation (GFP). AID 1688, 2009. Potency, µM (titrated, usually from 46.1 µM), without a hit: at the highest dose activity change, negative = inhibition, hits mostly inhibitors. PC12 HttQ103-GFP aggregates, Acumen cytometry, 40 h. hit rate 1.1% among 220,000; further: on the % scale 0 is the no-effect control and ±100 the full control effect; nearly all actives have a fitted effect of over 60% in size
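Huntingtin Q103 exon 1–GFP aggregates in induced PC12 cells (100 nM tebufenozide) were quantified by cytometry from lysates, with compounds dosed in titration.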
IMPase Li inh = qHTS Assay for Identifying the Cell-Membrane Permeable IMPase Inhibitors: Potentiation with Lithium. hit rate 0.35% among 210,000. Potency, µM (top dose mostly 59.4 µM), without a hit: top-dose activity, negative = IMPase inhibition, usual class: inhibitors. CHO-M1 cells, IP1 TR-FRET (IP-One), carbachol + lithium;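 further: IP1 builds up when IMPase is blocked and the TR-FRET signal falls; plate controls were basal vehicle for no effect and high inhibitor control for full effect; nearly all actives have a fitted effect of over 50% in size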
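Concentration–response in CHO-M1 cells, lithium-potentiated; 30 min at 37C. IP1 detected by competitive TR-FRET after 10 min lysis at RT. Hill-fitted AC50.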
GAA inhib = qHTS Assay for Inhibitors of Human alpha-Glucosidase as a Potential Chaperone Treatment of Pompe Disease; Lysosomal alpha-glucosidase (Homo sapiens), P10253; purified human GAA, 4-MU-alpha-glucoside fluorescence; Potency, µM (titrated, usually from 76.9 µM), for the others: at the highest dose activity change, negative = inhibition, usual class: inhibitors; hit rate 0.005% among 200,000;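 further: plate controls were uninhibited enzyme wells for no effect and no-enzyme background for full effect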
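Fluorescence at Ex 365/Em 440 nm from 4-methylumbelliferone reported enzyme activity after 20 min at room temperature. Reactions used 4 nM enzyme and 400 uM substrate at pH 5.0; curves fitted with the Hill equation.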
GAA glycogen mod = qHTS Assay for Inhibitors and Activators of Human alpha-Glucosidase Cleavage of Glycogen. Lysosomal alpha-glucosidase (Homo sapiens), P10253. Potency, µM (top dose mostly 76.4 µM), for the others: at the highest dose activity change, negative = inhibition, usual class: inhibitors. hit rate 0.38% among 300,000. recombinant GAA, glycogen substrate, Amplex Red glucose oxidase fluorescence;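 further: 0% = full enzyme reaction and -100% = no-enzyme basal signal; the screen sought inhibitors and activators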
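qHTS, 1536-well; enzyme 4 nM final; cpd up to 77 uM; substrate bovine liver glycogen 30 ug; 50 mM citrate/phosphate pH 5.0, 0.01% Tween-20; 37 C, 40 min; Amplex Red detection 45 min RT; Hill fit → AC50.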
aGlu spleen mod = qHTS Assay for Inhibitors and Activators of Human alpha-Glucosidase From Spleen Homogenate | Lysosomal alpha-glucosidase (Homo sapiens), P10253 | hit rate 0.006% among 240,000 | human spleen homogenate, 4-MU-alpha-glucoside fluorescence | Potency, µM (titrated, usually from 79.9 µM), for inactives: at the highest dose activity change, negative = inhibition, usual class: inhibitors | AID 2112, 2009;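 further: 0% = enzyme with vehicle and -100% = no enzyme basal signal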
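Human spleen homogenate (1 ug) with 4-methylumbelliferyl-alpha-D-glucopyranoside (1 mM final) in 50 mM citrate/phosphate pH 5.0, 0.01% Tween-20; 40 min at 37 C. Stopped at pH 10; 4-MU fluorescence Ex 365/Em 440 nm; AC50 by Hill fit.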
HTT cytoprotect = qHTS Multiplex Assay to Identify Dual Action Probes in a Cell Model of Huntington: Cytoprotection (ATP) | PC12 HTT-Q103 induced, cytoprotection, ATP luminescence, 40 h | Potency, µM (series often up to 56.4 µM), for the others: cytoprotection (ATP increase), actives largely listed as activators | hit rate 0.14% among 230,000;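 further: % of control where 0% means no effect; nearly all actives have a fitted effect of over 45% in size; toxic huntingtin expression switched on by the ecdysone agonist tebufenozide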
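Stable PC12 Q103-GFP cells in serum-supplemented, phenol red-free DMEM; induction by tebufenozide at 100 nM final; compound dose series; cell viability quantified luminescently from ATP.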
* hit, by the source's call; u = inconclusive; x = no result given; [ ] = another dose, or the depositor's remark. Unless noted, the call rests on the fitted dose curve; in most records, active means well fitted curve in the direction sought with a large enough effect; inconclusive means small, poorly fitted or top-dose-only effect, or another doubt; inactive means no such curve, though single readings can be large; an effect the other way counts as inactive or inconclusive. Potency means the concentration at half of the fitted maximal effect.

mol	RGS12 GoLoco inh	HttQ103 aggreg	IMPase Li inh	GAA inhib	GAA glycogen mod	aGlu spleen mod	HTT cytoprotect
COc1ccc(N2CCC(CNC(=S)Nc3c(C)cc(C)cc3C)C2)cc1 (stereo not drawn)	-6%	3%[9.22 µM]	x	x	u	-19%	-18%[10 µM]
COC(=O)COc1ccc(/C=C2/NC(=O)N(CC(=O)OC)C2=O)cc1	2%	-6%	11%	-6%	2%	8%	-36%
Cc1ccccc1-c1cc(Nc2ccc(F)cc2)ncn1	4%	x	0%	x	x	0%	-23%
O=C(CN1CCSCC1)N/N=C/c1ccc(Cl)cc1	5%	-3%[9.22 µM]	-7%	10%	-4%	-3%	2%
CCNc1ncc2nc(-c3ccccc3)c(=O)n(CCc3ccccc3)c2n1	6%	x	-27%	x	x	7%	-12%
CCOC(=O)c1cc(-c2nnc(SCC(=O)Nc3ccc(F)cc3)o2)c(C)nc1C	-2%	2%	-7%[38.3 µM]	-1%	-13%	4%	-26%
Cc1ccnc(N(C(=O)c2cccs2)C(=O)c2cccs2)c1	-10%	5%	9%[38.3 µM]	-1%	5%	6%	-5%[10 µM]
O=C(c1cc(-c2ccccn2)nc2c(Cl)cccc12)N1CCN(S(=O)(=O)c2ccccc2)CC1	46%[activator]	-5%	-5%	-4%	-10%	6%	-7%[10 µM]
Cc1cc(/C=N/NC(=O)c2cccnc2)c(C)n1CC(C)C	18%	-3%	0%	0%	24%	0%	-63%[inhibitor]
CC(C)OC(=O)CCCNc1ccc([N+](=O)[O-])cc1[N+](=O)[O-]	5%	20%	20%	0%	17%	-1%	10%[10 µM]
CCC(C)NC(=O)C1CCC(=O)N(c2cc(OC)c(OC)c(OC)c2)C1c1ccc(OC)cc1 (stereo not drawn)	1%	-14%	3%	-1%	4%	0%	7%[10 µM]
CC(C)(C)n1nnnc1C(c1ccc(F)cc1)N1CCN(Cc2ccc3c(c2)OCO3)CC1 (stereo not drawn)	-12%	-1%	5%	-4%	2%	-6%	-1%[10 µM]
Cc1cccc(C)c1NC(=S)N/N=C/c1ccccc1C(=O)O	8%	-28%[9.22 µM]	x	x	-17%	12%	-3%[10 µM]
Cc1nc2cnc(N(C)C)nc2n(Cc2ccc(F)cc2)c1=O	13%	x	u	x	x	9%	-19%
Cc1cc(NC(=O)c2cnn3cccnc23)no1	-11%	-13%	11%[38.3 µM]	-5%	-4%	-13%	-19%[0.074 µM]
Cc1ccc(C)n1-n1cnc2sc3c(c2c1=O)CCC3	1%	-7%	2%[38.3 µM]	6%	0%	3%	-2%
CCOC(=O)c1ccc(NC(=O)COc2ccc(S(=O)(=O)NC(C)(C)C)cc2)cc1	3%	-18%	11%	-3%	0%	-11%	12%[1.9 µM]
Cc1ccc(-c2nnc3cccc(Cl)n23)cc1	5%	4%	20%	-1%	9%	x	-34%
CCOC(=O)c1cnc2ccccc2c1NCCO	-2%	-2%[9.22 µM]	7%[38.3 µM]	-4%	3%	-6%	-4%
O=C1CCCC2=C1C(c1ccc(O)cc1)c1c(ccc3ccccc13)N2 (stereo not drawn)	9%	21%	9%	u	4%	0%	17%
O=C(NCc1ccc(-c2csnn2)cc1)C1CC1	11%	-2%[9.22 µM]	x	x	4%	4%	-3%[10 µM]
COc1ccc(NC(=O)CSCC(=O)N2c3ccccc3CCc3ccccc32)cc1	4%	9%	8%	3%	2%	-9%	10%[10 µM]
O=C(c1cnn2c(C(F)(F)F)cc(-c3cccs3)nc12)N1CCOCC1	7%	0%[9.22 µM]	1%	-1%	2%	-1%	1%[10 µM]
COc1ccc(CNC(=O)c2cc(-c3cccs3)on2)cc1	-9%	0%	5%[38.3 µM]	6%	-4%	0%	-23%
Cn1c(=O)[nH]c(=O)c2c1nc1n2CCCS1	10%	1%	-4%[38.3 µM]	-1%	4%	-2%	7%[0.074 µM]
CCOC(=O)c1ccccc1NC(=O)Cc1ccccc1OC	-1%	0%	3%	0%	-5%	12%	25%[10 µM]
CC(C)NC(=S)N/N=C/c1ccc2c(c1)OCCO2	5%	4%	-2%	9%	-7%	5%	8%[10 µM]
CS(=O)(=O)N1CCN(c2ccc(NC(=S)NC(=O)c3cccs3)cc2)CC1	32%[activator]	6%[9.22 µM]	2%	-2%	-1%	-1%	-14%[10 µM]
CCN1CCCC1CN(Cc1cc2ccc(C)cc2[nH]c1=O)C(=S)Nc1ccccc1OC (stereo not drawn)	-12%	-8%	-5%	0%	5%	-5%	7%[10 µM]
O=C(CN1CCCC1)Nc1ccccc1Cl	1%	-9%[9.22 µM]	-3%[38.3 µM]	0%	-5%	1%	9%
CCCC(=O)N(c1ccc2oc(C)c(C(C)=O)c2c1)S(=O)(=O)c1ccc(C)c([N+](=O)[O-])c1	-17%	3%	2%	-2%	2%	-6%	13%[10 µM]
CCOC(=O)C1=C(C)N=C2c3ccccc3C(=O)C2C1c1ccccc1 (stereo not drawn)	22%	2%	15%[38.3 µM]	3%	-3%	-4%	-18%
COC(=O)c1ccc(N=NN2CCCCCC2)cc1	2%	-2%	3%	-2%	3%	-1%	x
Nc1nc(CSc2ccccn2)nc(Nc2ccccc2)n1	2%	-25%	29%[38.3 µM]	3%	4%	u	-18%
COCC(C)NC(=O)c1noc2c1CCc1cc(OC)ccc1-2 (stereo not drawn)	8%	u	23%[38.3 µM]	2%	-12%	-3%	-27%
O=C(Nc1ccc(OC(F)(F)F)cc1)c1ccc(-n2cncn2)nc1	3%	14%[9.22 µM]	8%	4%	18%	1%	-14%[1.9 µM]
CC1CCc2c(sc3ncnc(SCC(=O)N4CCN(C(=O)c5ccco5)CC4)c23)C1 (stereo not drawn)	-7%	-5%	-22%[38.3 µM]	-1%	-3%	-1%	-12%
Brc1ccc(-c2nnc3sc(CN4CCN(c5ccccc5)CC4)cn23)cc1	-1%	-3%	2%[38.3 µM]	-4%	-2%	2%	-9%
O=C(O)C1CCC(Cn2c(SCc3cc(=O)n4ccccc4n3)nc3ccsc3c2=O)CC1 (stereo not drawn)	11%	u	-3%	0%	2%	-7%	-23%
Cc1nc2cnc(N3CCOCC3)nc2n(C)c1=O	20%	x	-8%	x	x	-7%	-37%[inhibitor]
Cc1cc(-c2ccccc2)nc(N2CCC(C(=O)NCc3ccccc3Cl)CC2)n1	3%	8%	5%	1%	0%	-11%	3%[10 µM]
CCCN1C(=O)c2cccc3c(N4CCCCC4)ccc(c23)C1=O	3%	-16%	1%	2%	12%	-3%	-20%[10 µM]
O=C(CCn1cccc1)N1CCc2ccccc21	-5%	-11%	-4%[38.3 µM]	2%	2%	1%	7%[10 µM]
O=C(c1ccccc1)[C@@H]1[C@@H]2C(=O)N(c3ccc(F)cc3)C(=O)[C@@H]2C2CCCN21 (stereo partly drawn)	-129%	-1%[9.22 µM]	x	x	1%	4%	13%[10 µM]
O=C(NC[C@H](O)c1ccccc1)c1ccccc1	-2%	x	0%	x	x	-4%	6%
Cn1c(SCc2ccc(Br)cc2)nnc1-c1ccncc1	1%	23%	5%[38.3 µM]	-8%	-4%	-7%	-9%[0.074 µM]
Cc1ccc(CN=Cc2[nH]c3ccc(Br)c(Cl)c3c2O)cc1	158%[activator]	6%	8.9µM*	-5%	-8%	8%	-2%
O=C(Cn1nc(-c2ccccc2)c2ccccc2c1=O)Nc1cccnc1	-3%	12%	31%[38.3 µM]	-1%	5%	-3%	9%

3 entries from above, with values under each structure.
Every second line gives: RGS12 GoLoco inh, HttQ103 aggreg, IMPase Li inh, GAA inhib, GAA glycogen mod, aGlu spleen mod, HTT cytoprotect
- CCCN1C(=O)c2cccc3c(N4CCCCC4)ccc(c23)C1=O
    3%, -16%, 1%, 2%, 12%, -3%, -20%[10 µM]
- Cc1ccc(CN=Cc2[nH]c3ccc(Br)c(Cl)c3c2O)cc1
    158%[activator], 6%, 8.9µM*, -5%, -8%, 8%, -2%
- Cn1c(SCc2ccc(Br)cc2)nnc1-c1ccncc1
    1%, 23%, 5%[38.3 µM], -8%, -4%, -7%, -9%[0.074 µM]

(next part)
mol	RGS12 GoLoco inh	HttQ103 aggreg	IMPase Li inh	GAA inhib	GAA glycogen mod	aGlu spleen mod	HTT cytoprotect
COC(=O)C1=C(C(=O)OC)[C@@H]2Nc3ccccc3[C@@]23C[C@@H](C(=O)OC)N(S(=O)(=O)c2ccc4c(c2)OCCN4C)C3=N1	-6%[14.2 µM]	x	8%	x	x	-9%[17.4 µM]	-30%[10 µM]
CCCOc1ccc(OC(=O)c2ccc(Br)o2)cc1	5%	-7%	5%[38.3 µM]	5%	-10%	-10%	17%
CCSc1ncc(Cl)c(C(=O)Nc2cc(C)ccc2C)n1	3%	-13%[9.22 µM]	x	1%[15.4 µM]	3%	0%	15%[10 µM]
Cc1ccc(O)c(C(=O)c2cc(C#N)c(=O)n(C(C)c3ccccc3)c2)c1 (stereo not drawn)	2%	u	-5%	-5%	-9%	-1%	-2%
Cc1cc(N)n2ncc(-c3ccc(Cl)cc3)c2n1	8%	-25%	-8%[38.3 µM]	-4%	-5%	-5%	-32%
CCc1ccc(OCC(=O)Nc2ccc(-c3cc4ccccc4oc3=O)c(OC)c2)cc1	0%	15%	2%	u	0%	8%	14%[10 µM]
CCCCCCOC(=O)CCc1c(C)nc(N)[nH]c1=O	-3%	-3%	30%[38.3 µM]	u	2%	0%	11%
Fc1ccc(-c2cc(C(F)(F)F)n3ncnc3n2)cc1	1%	16%	-2%	-5%	-2%	-3%	5%
CC12CCC(C(=O)NNc3ccccc3)(OC1=O)C2(C)C (stereo not drawn)	-26%	13%	2%	5%	28µM*	-4%	-49%[inhibitor]
Cc1ccc2cc(C#N)c(SCC(=O)N3CCCc4ccccc43)nc2c1C	1%	0%	6%[38.3 µM]	8%	-21%	-1%	-21%
CNC(=O)[C@H]1O[C@@H](n2cnc3c(N)ncnc32)[C@H](O)[C@H]1O	2%	x	-15%	x	x	-2%	x

Assay outcomes as filed in PubChem.

Not all compounds are listed, so the mix of outcomes need not match the whole.
